# Screening results as filed in PubChem.
# TRHR ag: agonists of human TRH receptor; activation, % at 2 µM; P34981; TRHR cells, calcium flux fluo-8, FDSS agonist mode; 0.18% of 360,000 active; in the data active means activation above about 30%; further: 0% is about no effect
#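 TRHR-expressing cells, plated overnight in medium with 10% serum, were loaded with fluo-8 calcium dye at room temperature. After a 10 s baseline, library compound was pin-added and calcium release was recorded kinetically (ex 480/em 530) as agonist response.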
# TrxR1 substrate: rat thioredoxin reductase 1 substrate activity; O89049; purified TrxR1 substrate turnover, NADPH consumption readout; Potency, µM (doses to about 114 µM), without a hit: top-dose activity change, negative = substrate turnover; 0.01% of 390,000 active; further: potency means the concentration at half of the fitted maximal effect; on the % scale 0 is the no-effect control and ±100 the full control effect; nearly all actives have a fitted effect of over 50% in size
# Target sequence (O89049 whole entry, looked up): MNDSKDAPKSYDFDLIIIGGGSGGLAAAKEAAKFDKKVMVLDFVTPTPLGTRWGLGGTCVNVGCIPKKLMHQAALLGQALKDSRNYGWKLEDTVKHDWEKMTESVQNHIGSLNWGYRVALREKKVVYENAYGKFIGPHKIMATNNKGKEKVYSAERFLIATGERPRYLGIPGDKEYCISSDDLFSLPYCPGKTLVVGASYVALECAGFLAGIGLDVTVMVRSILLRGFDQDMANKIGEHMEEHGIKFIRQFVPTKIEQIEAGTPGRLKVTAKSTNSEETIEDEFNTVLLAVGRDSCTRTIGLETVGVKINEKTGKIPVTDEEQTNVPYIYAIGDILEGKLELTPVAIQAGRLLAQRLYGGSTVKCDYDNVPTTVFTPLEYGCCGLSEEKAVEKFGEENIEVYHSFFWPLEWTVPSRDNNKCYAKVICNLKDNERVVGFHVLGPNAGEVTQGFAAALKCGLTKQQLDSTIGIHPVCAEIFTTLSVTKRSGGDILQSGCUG
#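 Rat TrxR1, dispensed at 90 nM, was prereduced with 400 uM NADPH (final) for 5 min at ~22 deg C, then incubated with compound 15 min before 400 uM selenite. A first-read NADPH fluorescence drop versus no-compound background flagged substrates.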
# PI4K2A inh: PI4K2A (human) kinase inhibition; activity change, negative = inhibition, % at 76.9 µM; Q9BTU6; purified PI4K2A, ADP-Glo luminescence, 1 h; active compounds read low; 0.13% of 420,000 active; AID 1346378; in the data active means activity change below about -50%; inconclusive means mostly about -30% to -49%;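 further: -100% = wells without enzyme as full effect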
#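 ADP-Glo luminescence measured ADP generated by PI4K2A enzyme (4 ug/mL before mixing) with 1.2 mM PI substrate (pre-mix) and 300 microM ATP (pre-mix). Tris pH7.5 buffer with MgCl2, Triton X-100; 1 h reaction at ambient temperature.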
# D2 antagonist: antagonizes the human D2 dopamine receptor. P14416. HEK293 TREx D2 cells, calcium flux, dopamine EC80. inhibition, % at 10 µM. 2% of 340,000 active. AID 485344; in the data active means inhibition above about 30%; further: 0% is about no effect
# Target sequence (P14416 whole entry, looked up): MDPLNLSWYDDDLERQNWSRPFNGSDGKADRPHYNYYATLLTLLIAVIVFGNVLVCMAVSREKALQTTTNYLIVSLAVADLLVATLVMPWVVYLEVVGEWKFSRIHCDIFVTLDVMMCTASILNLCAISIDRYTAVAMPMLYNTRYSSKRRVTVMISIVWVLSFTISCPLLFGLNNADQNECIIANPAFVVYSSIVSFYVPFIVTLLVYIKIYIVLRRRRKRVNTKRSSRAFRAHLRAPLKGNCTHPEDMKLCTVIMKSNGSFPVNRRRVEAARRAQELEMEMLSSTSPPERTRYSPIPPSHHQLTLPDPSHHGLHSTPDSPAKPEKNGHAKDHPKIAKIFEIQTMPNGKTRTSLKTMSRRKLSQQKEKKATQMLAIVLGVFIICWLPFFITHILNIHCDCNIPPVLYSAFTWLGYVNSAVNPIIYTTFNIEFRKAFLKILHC
#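 Tetracycline-induced HEK293 T-REx cells expressing D2 force-coupled to calcium signalling were dye-loaded, exposed to compound for 180 s, then challenged with an EC80 of dopamine; calcium flux was followed kinetically for a further 180 s.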
# USP1 inh: USP1/UAF1 (human) deubiquitinase inhibition | 0.23% of 390,000 active | AID 743255 | recombinant USP1/UAF1, Ub-Rhodamine cleavage fluorescence | Potency, µM (doses to about 57.1 µM), for the others: top-dose activity change, negative = inhibition, usual class: inhibitors; further: potency means the concentration at half of the fitted maximal effect; on the % scale 0 is the no-effect control and ±100 the full control effect; nearly all actives have a fitted effect of over 60% in size; inactives centre near -12
#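 In this screen, compounds sit with the deubiquitinase complex (1nM) for 15 min at room temperature before Ub-Rho is added at 150nM final. Fluorescence rise is then followed for 6 reads every 60 seconds.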
# D2 ag: agonists of human D2 dopamine receptor. HEK293 T-REx D2 cells, calcium flux agonist mode. activation, % at 2 µM. 0.53% of 340,000 active. AID 485358;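 active means activation over 3 SD above normal in the single-dose calcium agonist read, cut at about 30% in these data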; further: 0% is about no effect
#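 Agonism scored from kinetic calcium signal (1 read/sec, 180 s) following compound pin transfer, after a 10 s baseline. Cells: HEK293 Trex line expressing inducible D2 receptor coupled to calcium, dye-loaded after overnight culture at 30 C.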
# TRHR enhancer: TRH receptor (human) allosteric enhancement | TRHR cells, fluo-8 calcium fluorescence, EC20 TRH enhancement | enhancement, % at 2 µM | 0.66% of 360,000 active | AID 493056; in the data active means enhancement above about 30%; further: 0% is about no effect
#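 TRHR-expressing cells loaded with fluo-8 calcium dye were read kinetically (ex 480/em 530) during compound addition, then stimulated with an EC20 of TRH (10 nM final). Enhancement of the Gq-mediated intracellular calcium response was scored.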
# rTrxR1 inhibitor: rat TrxR1 inhibition; 1% of 390,000 active; O89049; AID 588453; Potency, µM (top dose mostly 114 µM), for the others: at the highest dose activity change, negative = inhibition, usual class: inhibitors; recombinant rTrxR1, NADPH fluorescence consumption, selenite substrate; further: potency means the concentration at half of the fitted maximal effect; on the % scale 0 is the no-effect control and ±100 the full control effect; nearly all actives have a fitted effect of over 65% in size
#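 Rat TrxR1 (90 nM in the dispensed reagent) was pre-reduced with 400 uM NADPH for 5 min at room temperature, then incubated with compound for 15 min. After 400 uM selenite was added, NADPH fluorescence (Ex 340/Em 450 nm) was followed for 8 min.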
# mIDH1 inhibitor: human IDH1 R132H inhibition | Potency, µM (titrated, usually from 76.6 µM), inactives show top-dose activity change, negative = inhibition, usual class: inhibitors | O75874 | 0.093% of 390,000 active | IDH1-R132H enzyme, NADPH consumption, diaphorase/resazurin fluorescence; further: potency means the concentration at half of the fitted maximal effect; on the % scale 0 is the no-effect control and ±100 the full control effect; nearly all actives have a fitted effect of over 65% in size
#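 IDH1-R132H (0.5 ug/mL) preincubated 30 min with compound, then NADPH (0.016 mM) and alpha-KG (2 mM) added; 80 min at RT, pH 7.5. Remaining NADPH coupled via diaphorase/resazurin to fluorescence (540/590 nm); concentration-response curves normalized to no-enzyme control.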
# * marks the source's active call; other numbers are inactive results; u = inconclusive; x = no result given; [ ] = remark or other dose. Unless noted, the call rests on the fitted dose curve; in most records, active means well fitted inhibition curve with a large enough effect; inconclusive means small, poorly fitted or top-dose-only effect; inactive means no such curve, though single readings can be large or run the other way.
SMILES,TRHR ag,TrxR1 substrate,PI4K2A inh,D2 antagonist,USP1 inh,D2 ag,TRHR enhancer,rTrxR1 inhibitor,mIDH1 inhibitor
COc1ccc(-c2cc(-c3ccc(Br)cc3)nc3ncnn23)cc1OC,-1.2,49%[activator],-3,29,8%,-0.3,10,0%,20%
COc1ccc(OCc2cc(C(=O)NCCCc3ccccc3)no2)c(Cl)c1,1.8,5%,0,1,-13%,1.3,-2,14%,4%
Cc1ccc(-c2csc3nc(SCC(N)=O)n(Cc4ccccc4)c(=O)c23)cc1,0.8,-13%,0,-6,-5%,-0.5,5,-10%,0%
CC(=O)Nc1ccc(CN2CCCN(C)CC2)cc1,0.0,8%,5,-10,-16%,0.2,1,30%,6%
Nc1ccc2c(c1)C(=O)N(CC1CCCO1)C2=O (centres undefined),6.0,-5%,-2,-12,-11%,4.1,3,18%[57.1 µM],0%
Cn1c(C(=O)NCc2ccco2)cc2c(=O)[nH]c3ccccc3c21,-0.1,30%,-5,-3,-11%,0.5,-2,17%,5%
O=C(NCC(=O)N1CCN(c2ccccc2)CC1)c1ccc(Br)o1,-0.2,6%,1,-8,-15%,0.5,5,10%,4%
Cc1ccccc1C(=O)OCc1cc(=O)n2c(C)csc2n1,-0.7,0%[57.1 µM],-1,x,-3%,0.3,1,1%[57.1 µM],-6%
CCOc1ccccc1NC(=O)C1(S(=O)(=O)c2ccc(Cl)cc2)CC1,-2.4,7%,2,0,-25%,-0.1,14,22%,1%
CCOCCN1CCN(c2c(C)c(C)nc3cc(-c4cc(OC)cc(OC)c4)nn23)CC1,-1.6,5%[57.1 µM],-2,3,-11%,-1.1,-5,15%[57.1 µM],0%
C[C@@H]1COC(=O)[C@@H](Cc2ccc(F)cc2)CC/C=C\C[C@@H](CC(=O)NCCO)C(=O)N1,x,11%,-2,x,-20%,x,x,28%,21%
CCCN(CCC)CCCNC(=O)C1CCN(S(=O)(=O)CC)CC1,0.6,-3%[57.1 µM],-6,x,22%,-0.1,3,2%[57.1 µM],10%
Cc1ccc(S(=O)(=O)Oc2cc(N)c3c(n2)CCC3)cc1,-0.6,4%,4,9,-6%,0.5,2,21%,3%
Cc1ccc2ncc(NC(=O)c3ccc(F)cc3)c(=O)n2c1,0.3,23%,-4,0,-5%,0.0,-13,50%[activator],4%
O=C(OCc1cc(=O)n2nc(C3CCCCC3)sc2n1)c1ccc(F)cc1,0.0,8%[57.1 µM],1,x,-22%,1.3,-1,17%[57.1 µM],0%
CC(OC(=O)c1ccc(-n2cnnn2)cc1)C(=O)Nc1ccc(F)c(F)c1F (centres undefined),0.0,1%,-7,18,-21%,0.0,-3,23%,-1%
CC(C)N(C(=O)[C@H]1CC(CC(=O)NCC23CC4CC(CC(C4)C2)C3)C(=O)N2CCc3c([nH]c4ccccc34)[C@]12C)C(C)C (some centres undefined),x,-10%,1,x,-3%,x,x,3%,-9%
CC(C)(C)NC(=O)CSc1ccc(C(C)(C)C)cc1,-0.2,-9%[57.1 µM],1,2,8%,-0.3,2,4%[57.1 µM],2%
Cc1cc(C)nc(NC(=O)NS(=O)(=O)Nc2ccc(Br)cn2)n1,0.8,8%,0,-4,-1%,0.6,6,14%,1%
CCC(=O)Nc1ccc(C(=O)n2ccc(C)n2)cc1,0.8,-6%,6,12,-18%,0.9,-3,-4%,0%
COc1ccc(CNC(=O)COC(=O)c2c(C)nn(-c3ccccc3)c2C)cc1OC,-0.1,-1%,-12,5,-20%,1.3,-1,1%,2%
CCOC(=O)CNC(=O)N1CCC(CCOc2ccccc2)(C(=O)OCC)CC1,0.1,7%[57.1 µM],11,-18,-5%,0.3,29,18%,3%
CC(C)(C)C(=O)Nc1nnc(CC(=O)NCc2ccccc2)s1,0.3,-11%,-2,17,-26%,0.9,4,-14%,7%
CC(=O)NC(c1ccco1)c1ccc2cccnc2c1O (centres undefined),0.0,-10%,-19,-3,-4%,0.5,-6,-11%,0%
CCOc1ccc(N2C(=O)CN=C2Nc2ccccc2Cl)cc1,0.0,-7%,-13,-5,-11%,0.4,7,-8%,-2%

# More compounds
SMILES,TRHR ag,TrxR1 substrate,PI4K2A inh,D2 antagonist,USP1 inh,D2 ag,TRHR enhancer,rTrxR1 inhibitor,mIDH1 inhibitor
O=C(Nc1ccc(Oc2ccccc2)nc1)C1CCCCN1Cc1cccc(O)c1 (centres undefined),-0.7,-3%,-1,8,-9%,1.0,-8,6%,4%
Clc1nc(N2CCOCC2)ncc1Br,0.3,-2%[57.1 µM],-3,-1,-5%,0.7,6,2%[57.1 µM],1%
COC(=O)c1c(NC(=O)COC(=O)Cn2cnc3ccccc32)sc2c1CCCC2,1.3,-11%,-9,-5,-6%,4.3,1,-16%,6%
COc1ccccc1N1CCN(C(=O)CN2C(=O)c3ccccc3S2(=O)=O)CC1,-0.4,7%,-3,15,-10%,0.1,0,4%,5%
Cc1ccc(CSC2=NCCN2C(=O)c2ccco2)cc1,0.0,4%,5,-7,-13%,-1.2,-2,9%,13%
Cc1ccc(S(=O)(=O)N2CCSC2)cc1C,-0.2,7%,-1,-10,-10%,0.5,3,10%,0%
COc1ccc(CC(=S)N2CCOCC2)cc1OC,-0.1,0%[57.1 µM],4,-2,-2%,0.4,-1,27%[57.1 µM],-4%
COc1ccc(NS(=O)(=O)c2ccc(NC(=O)Cc3cccs3)cc2)cc1,0.8,5%,-1,-6,-11%,3.2,-2,17%,3%
CC12CCC(C(=O)NC3CCCC3)(CC1=O)C2(C)C (centres undefined),0.7,0%[57.1 µM],3,-13,-1%,-0.6,6,11%[57.1 µM],8%
CCOC(=O)c1c(C)[nH]c(C)c1S(=O)(=O)NCCN1CCN(c2cc(Cl)ccc2C)CC1,0.1,238%[activator],-2,-12,-22%,-0.2,-2,u,5%
Cc1c(Cl)cccc1NC(=S)Nc1ccccn1,0.2,11%[57.1 µM],-1,13,-11%,0.1,4,24%[57.1 µM],2%
Cc1ccc(C)c2nc(SCC(=O)Nc3ccc4c(c3)OCO4)c(C#N)cc12,0.2,11%,-2,1,-26%,-0.6,0,32%,4%
COc1ccc(N2C(=O)CC(N3CCN(c4ccc(C(=O)c5cccnc5)cc4)CC3)C2=O)cc1 (centres undefined),-0.2,-6%,-3,-14,-5%,-0.1,-4,9%,-3%
CC(C)C(=O)Nc1nnc(SCc2cc(=O)n3ccccc3n2)s1,-0.2,-6%[57.1 µM],2,x,-11%,0.0,0,-7%[57.1 µM],-20%
CCCCNc1nc(-c2ccccc2)cc(C(F)(F)F)c1C(N)=O,-0.1,31%[activator],-2,-25,-17%,0.2,-4,25%,2%
Cc1ccc(CNC(=O)C2CC(=O)N(CCC(C)C)C2)cc1 (centres undefined),2.5,-4%,-1,8,-11%,-0.1,1,7%,-2%
COc1cc(C(=O)ON=C2C=C(C)C(=O)C(C)=C2)cc(OC)c1OC,-0.2,-4%,10,22,-5%,-0.2,-4,-21%,5%

# Reformatted with values under each structure: part of the list above
# Every second line gives: TRHR ag | TrxR1 substrate | PI4K2A inh | D2 antagonist | USP1 inh | D2 ag | TRHR enhancer | rTrxR1 inhibitor | mIDH1 inhibitor
> O=C(Nc1ccc(Oc2ccccc2)nc1)C1CCCCN1Cc1cccc(O)c1 (centres undefined)
→ -0.7 | -3% | -1 | 8 | -9% | 1.0 | -8 | 6% | 4%
> Clc1nc(N2CCOCC2)ncc1Br
→ 0.3 | -2%[57.1 µM] | -3 | -1 | -5% | 0.7 | 6 | 2%[57.1 µM] | 1%
> COC(=O)c1c(NC(=O)COC(=O)Cn2cnc3ccccc32)sc2c1CCCC2
→ 1.3 | -11% | -9 | -5 | -6% | 4.3 | 1 | -16% | 6%
> COc1ccccc1N1CCN(C(=O)CN2C(=O)c3ccccc3S2(=O)=O)CC1
→ -0.4 | 7% | -3 | 15 | -10% | 0.1 | 0 | 4% | 5%
> Cc1ccc(CSC2=NCCN2C(=O)c2ccco2)cc1
→ 0.0 | 4% | 5 | -7 | -13% | -1.2 | -2 | 9% | 13%
> Cc1ccc(S(=O)(=O)N2CCSC2)cc1C
→ -0.2 | 7% | -1 | -10 | -10% | 0.5 | 3 | 10% | 0%
> COc1ccc(CC(=S)N2CCOCC2)cc1OC
→ -0.1 | 0%[57.1 µM] | 4 | -2 | -2% | 0.4 | -1 | 27%[57.1 µM] | -4%
> COc1ccc(NS(=O)(=O)c2ccc(NC(=O)Cc3cccs3)cc2)cc1
→ 0.8 | 5% | -1 | -6 | -11% | 3.2 | -2 | 17% | 3%
> CC12CCC(C(=O)NC3CCCC3)(CC1=O)C2(C)C (centres undefined)
→ 0.7 | 0%[57.1 µM] | 3 | -13 | -1% | -0.6 | 6 | 11%[57.1 µM] | 8%
> CCOC(=O)c1c(C)[nH]c(C)c1S(=O)(=O)NCCN1CCN(c2cc(Cl)ccc2C)CC1
→ 0.1 | 238%[activator] | -2 | -12 | -22% | -0.2 | -2 | u | 5%
> Cc1c(Cl)cccc1NC(=S)Nc1ccccn1
→ 0.2 | 11%[57.1 µM] | -1 | 13 | -11% | 0.1 | 4 | 24%[57.1 µM] | 2%

# This is a random part of the collection; 3.9% or so of the library scored in one or more.
